Bioassay records deposited in PubChem BioAssay by National Center for Advancing Translational Sciences (NCATS).
SW480 rerep – A quantitative high throughput screen for small molecules that induce DNA re-replication in SW480 colon adenocarcinoma cells. Potency, µM (series often up to 46.1 µM), for inactives: top-dose re-replication activation, actives largely listed as activators. SW480 DNA re-replication, Hoechst DNA content imaging, 48 h. AID 624297, 2012. actives 1.8% (n = 340,000); note: potency is the fitted concentration of half-maximal effect; % of control where 0% means no effect; nearly all actives have a fitted effect of over 55% in size
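Per well, 250 cells were exposed to pinned compound for 48 hr. Nuclear DNA was visualised with Hoechst (40 min, 37 C) and total object intensity recorded by fluorescence scanning.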
IL-1B inflam inh – qHTS for Inhibitors of Inflammasome Signaling: IL-1-beta AlphaLISA Primary Screen; activity change, % at 57.5 µM; THP-1 LPS/ATP IL-1B secretion, AlphaLISA, 16 h; active compounds read low; AID 743279, 2014; actives 4.7% (n = 360,000); in the data active = activity change below about -50%; inconclusive = mostly about -30% to -49%; note: % is set by controls: 0 for no effect and ±100 for the full control effect
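Secreted IL-1B measured by AlphaLISA bead assay after 16 h compound exposure of THP-1 cells; compounds (final up to 57.5 uM) added 1 h before LPS (250 ng/mL) and ATP (1.25 mM) stimulation; lower signal means less secretion.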
ATXN2 expr inh – Primary qHTS for Inhibitors of ATXN expression; actives 0.72% (n = 360,000); Potency, µM (doses to about 57 µM), for inactives: at the highest dose activity change, negative = inhibition, most hits filed as inhibitors; AID 1745845, 2022; HEK-293 ATXN2-luciferase reporter, luminescence, 24 h; note: potency is the fitted concentration of half-maximal effect; % is set by controls: 0 for no effect and ±100 for the full control effect; nearly all actives have a fitted effect of over 55% in size
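qHTS (up to 57 uM final) was run with 24 h compound exposure of reporter cells at 37 °C. Each well was multiplexed: SteadyGlo luminescence measured ATXN2-luciferase expression after a fluorogenic Gly-Phe-AFC viability readout (25 uM final).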
HT1080NT lethal – qHTS for induction of synthetic lethality in tumor cells producing 2HG: qHTS for the HT-1080-NT fibrosarcoma cell line. HT-1080-NT fibrosarcoma viability, CellTiter-Glo ATP luminescence, 48 h. Potency, µM (highest dose often 46.1 µM), for the others: at the highest dose activity, negative = less viability, most hits filed as cytotoxic. actives 1.6% (n = 360,000). AID 686970, 2013;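 note: NT is the 2HG producing partner of a matched IDH1 knockdown line; potency is the fitted concentration of half-maximal effect; 0% = DMSO-treated cells and -100% = media-only wells without cells; nearly all actives have a fitted effect of over 55% in size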
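750 cells/well, RPMI + 5% FBS; 2 h settle, compound pin-transfer, 48 h at 37 degrees C. CellTiter-Glo 10 min RT, luminescence. Normalized to DMSO and media-only wells.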
HepG2 viability – qHTS for Inhibitors of TGF-b: Cytotox Counterscreen; Potency, µM (highest dose often 46.1 µM), for inactives: top-dose activity change, negative = cytotoxicity, actives largely listed as cytotoxic; HepG2 CAGA-GFP viability, ATP luminescence, 18 h; actives 0.76% (n = 410,000); note: potency is the fitted concentration of half-maximal effect; some results filed as inactive show a strong effect at the top dose
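CellTiter-Glo luminescence gave cytotoxicity after 18 hours at 37 degrees C. The cells were HepG2 CAGA-GFP in 1% FBS DMEM, stimulated with 500 pg/mL TGF-beta after compound addition. %Activity was normalised to no-cell wells (complete cell-killing) and DMSO (no toxicity), and curves were fitted and classified.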
S2 tox – Viability Counterscreen for Primary qHTS for Inhibitors of ATXN expression | S2 cells (HEK-293 line with an ATXN2-luciferase reporter) viability, CellTiter-Fluor protease fluorescence, 24 h | Potency, µM (titrated, usually from 56.7 µM), usual class: cytotoxic | actives 0.49% (n = 400,000); note: potency is the fitted concentration of half-maximal effect; nearly all actives have a fitted effect of over 40% in size
KB-3-1 tox – qHTS assay for MDR1-selective chemotherapeutics: Primary screen using the parental adenocarcinoma cell KB-3-1; KB-3-1 viability, CellTiter-Glo ATP luminescence, 72 h; Potency, µM (series often up to 46.1 µM), without a hit: top-dose activity change, negative = cytotoxic, hits mostly cytotoxic; actives 1.4% (n = 400,000); AID 1347075, 2019; note: potency is the fitted concentration of half-maximal effect; % is set by controls: 0 for no effect and ±100 for the full control effect; nearly all actives have a fitted effect of over 60% in size
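Parental KB-3-1 viability, qHTS format: 72 h compound exposure, 37 °C; CellTiter-Glo; media-only wells and DMSO plates as controls; concentration-effect fits on corrected data.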
MCF10A rerep – A quantitative high throughput screen for small molecules that induce DNA re-replication in MCF 10a normal breast cells | actives 2.9% (n = 350,000) | MCF 10A DNA re-replication, Hoechst nuclear intensity, 48 h | Potency, µM (titrated, usually from 46.1 µM), inactives show at the top dose activity, positive = re-replication, actives largely listed as activators | AID 624296, 2012; note: potency is the fitted concentration of half-maximal effect; % of control where 0% means no effect; nearly all actives have a fitted effect of over 50% in size
HT1080 IDH1KD tx – qHTS for induction of synthetic lethality in tumor cells producing 2HG: qHTS for the HT-1080-IDH1KD cell line; actives 2% (n = 360,000); HT-1080 IDH1 knockdown viability, ATP luminescence, 48 h; Potency, µM (top dose mostly 46.1 µM), without a hit: top-dose activity, negative = toxicity, hits mostly cytotoxic;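 note: potency is the fitted concentration of half-maximal effect; 0% = DMSO wells and -100% = cell-free medium wells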
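IDH1KD HT-1080 cells, 750/well, RPMI + 5% FBS; compound pinned after 2 h settling; 48 h, 37 °C; CellTiter-Glo luminescence; % activity normalised to DMSO and no-cell wells; curves fitted, classed by r2 and efficacy.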
* hit, by the source's call; [ ] = dose if it differs, or a comment. Unless noted, calls come from the whole dose curve; as a rule, active = well fitted curve in the direction sought with a large enough effect; inconclusive = small, poorly fitted or top-dose-only effect, or another doubt; inactive = no such curve, though single readings can be large; an effect the other way counts as inactive or inconclusive. Outcome played no part in choosing rows. Share with any hit: about 8.9%.

A first look, 2 compounds:
Results for O=C(CSc1ncnc2c1oc1ccccc12)OCc1ccccc1 ?
SW480 rerep: 0%; IL-1B inflam inh: 10; ATXN2 expr inh: -1%; HT1080NT lethal: 2%; HepG2 viability: 3%; S2 tox: inactive; KB-3-1 tox: -8%; MCF10A rerep: 1%; HT1080 IDH1KD tx: 4%

How did O=C(O)CCCn1cc(NC(=O)COc2cccc(Cl)c2)cn1 do in these assays?
SW480 rerep: 1%; IL-1B inflam inh: 0; ATXN2 expr inh: inconclusive; HT1080NT lethal: -35%; HepG2 viability: -30%; S2 tox: inactive; KB-3-1 tox: -19%; MCF10A rerep: inconclusive; HT1080 IDH1KD tx: -8%

Main list (from the top)
Results for O=C(CSc1ncnc2c1oc1ccccc12)OCc1ccccc1 ?
SW480 rerep: 0%; IL-1B inflam inh: 10; ATXN2 expr inh: -1%; HT1080NT lethal: 2%; HepG2 viability: 3%; S2 tox: inactive; KB-3-1 tox: -8%; MCF10A rerep: 1%; HT1080 IDH1KD tx: 4%

How did O=C(O)CCCn1cc(NC(=O)COc2cccc(Cl)c2)cn1 do in these assays?
SW480 rerep: 1%; IL-1B inflam inh: 0; ATXN2 expr inh: inconclusive; HT1080NT lethal: -35%; HepG2 viability: -30%; S2 tox: inactive; KB-3-1 tox: -19%; MCF10A rerep: inconclusive; HT1080 IDH1KD tx: -8%

How did COc1ccc(CCNC(=O)COC(=O)CNS(=O)(=O)c2ccc(SC)c([N+](=O)[O-])c2)cc1 do in these assays?
SW480 rerep: inconclusive; IL-1B inflam inh: 10; ATXN2 expr inh: 6%; HT1080NT lethal: 5%; HepG2 viability: -35%; S2 tox: inactive; KB-3-1 tox: 10%; MCF10A rerep: inconclusive; HT1080 IDH1KD tx: 16%

Results for Cc1nnc(SCC(=O)NNC(=O)CC#N)[nH]c1=O ?
SW480 rerep: -5%; IL-1B inflam inh: 11; ATXN2 expr inh: -11%; HT1080NT lethal: 17%; HepG2 viability: 3%; S2 tox: inactive; KB-3-1 tox: 11%; MCF10A rerep: -7%; HT1080 IDH1KD tx: 22%

Results for COc1ccc(CNc2nc(-c3cccnc3)nn2C(=O)c2cccs2)cc1 ?
SW480 rerep: -5%; IL-1B inflam inh: -5; ATXN2 expr inh: -12%; HT1080NT lethal: 5%; HepG2 viability: -5%; S2 tox: inactive; KB-3-1 tox: 1%; MCF10A rerep: 1%; HT1080 IDH1KD tx: 9%

Results for COc1ccc(CNc2nc(SCC(=O)NCc3ccco3)nc3ccccc23)cc1 ?
SW480 rerep: -1%; IL-1B inflam inh: -10; ATXN2 expr inh: 0%; HT1080NT lethal: 5%; HepG2 viability: -25%; S2 tox: inconclusive; KB-3-1 tox: 11%; MCF10A rerep: 20%; HT1080 IDH1KD tx: inconclusive

How did CCN(CC)C(=O)c1ccc(C(=O)c2ccccc2)cc1 do in these assays?
SW480 rerep: -7%; IL-1B inflam inh: 6; ATXN2 expr inh: 16%; HT1080NT lethal: -1%; HepG2 viability: -12%; S2 tox: inactive; KB-3-1 tox: 5%; MCF10A rerep: 3%; HT1080 IDH1KD tx: 2%

Results for CCN(CC)CCC(=O)NC(C)(C)Cc1ccc(O)cc1 ?
SW480 rerep: -2%; IL-1B inflam inh: 0; ATXN2 expr inh: -12%; HT1080NT lethal: 10%; HepG2 viability: -15%; S2 tox: inactive; KB-3-1 tox: 4%; MCF10A rerep: 8%; HT1080 IDH1KD tx: 9%

What do the screens show for `COc1ccc(S(=O)(=O)N2CCC(C(=O)N[C@@H](C)C(=O)NC3CCCC3)CC2)cc1`?
SW480 rerep: 2%; IL-1B inflam inh: 32; ATXN2 expr inh: -1%; HT1080NT lethal: 0%; HepG2 viability: -6%; S2 tox: inactive; KB-3-1 tox: 3%; MCF10A rerep: 0%; HT1080 IDH1KD tx: 11%

Results for Cc1cccc(N(CC(=O)NCc2ccco2)C(=O)CNS(=O)(=O)c2ccc(F)cc2)c1 ?
SW480 rerep: -12%; IL-1B inflam inh: -20; ATXN2 expr inh: 6%; HT1080NT lethal: -1%; HepG2 viability: -2%; S2 tox: inconclusive; KB-3-1 tox: 4%; MCF10A rerep: -29%; HT1080 IDH1KD tx: 5%

Results for CN(c1ccc(OC(=O)CN2C(=O)NC3(CCCC3)C2=O)cc1)S(=O)(=O)c1ccccc1 ?
SW480 rerep: 3%; IL-1B inflam inh: -8; ATXN2 expr inh: 14%; HT1080NT lethal: 6%; HepG2 viability: -2%; S2 tox: inconclusive; KB-3-1 tox: -8%; MCF10A rerep: -1%; HT1080 IDH1KD tx: 5%

What do the screens show for `Cc1ccc(-n2nc(C)cc2NC(=O)CC#N)cc1`?
SW480 rerep: inactive[1.84 µM]; IL-1B inflam inh: 9; ATXN2 expr inh: 11%; HT1080NT lethal: 11%; HepG2 viability: -14%; S2 tox: inactive; KB-3-1 tox: 3%; MCF10A rerep: -6%; HT1080 IDH1KD tx: 6%

What do the screens show for `COC(=O)COc1cccc(NC(=O)COc2ccccc2)c1`?
SW480 rerep: 2%; IL-1B inflam inh: -2; ATXN2 expr inh: -7%; HT1080NT lethal: 9%; HepG2 viability: 1%; S2 tox: inactive; KB-3-1 tox: 0%; MCF10A rerep: 3%; HT1080 IDH1KD tx: 14%

What do the screens show for `O=C(Cc1ccccc1)NC1CCN(S(=O)(=O)c2ccc(C(=O)O)cc2)CC1`?
SW480 rerep: -5%; IL-1B inflam inh: -8; ATXN2 expr inh: 6%; HT1080NT lethal: 5%; HepG2 viability: 5%; S2 tox: inactive; KB-3-1 tox: 5%; MCF10A rerep: -5%; HT1080 IDH1KD tx: inconclusive

How did O=S(=O)(c1ccc(S(=O)(=O)N(Cc2ccco2)Cc2ccccc2Cl)cc1)N1CCCC1 do in these assays?
SW480 rerep: -1%; IL-1B inflam inh: 16; ATXN2 expr inh: -1%; HT1080NT lethal: 6%; HepG2 viability: 6%; S2 tox: inactive; KB-3-1 tox: 13%; MCF10A rerep: 0%; HT1080 IDH1KD tx: 1%

How did COc1ccc(Nc2nc(N)nc(CSc3nccc(C)n3)n2)cc1 do in these assays?
SW480 rerep: -1%; IL-1B inflam inh: -1; ATXN2 expr inh: 13%; HT1080NT lethal: -7%; HepG2 viability: -2%; S2 tox: inactive; KB-3-1 tox: -11%; MCF10A rerep: 8%; HT1080 IDH1KD tx: -2%

Results for COc1ccc(C(=O)Oc2ccc(C)cc2)cc1S(=O)(=O)N1CCOCC1 ?
IL-1B inflam inh: 14; HT1080NT lethal: -12%; HepG2 viability: -3%; S2 tox: inactive; KB-3-1 tox: 19%; HT1080 IDH1KD tx: -6%

Results for COc1ccc2nc3cc(Cl)ccc3c(Nc3ccc(O)c(CN4CCN(C)CC4)c3)c2c1 ?
SW480 rerep: inconclusive; IL-1B inflam inh: -114*; ATXN2 expr inh: inconclusive; HT1080NT lethal: inconclusive; HepG2 viability: -72%; S2 tox: inconclusive; KB-3-1 tox: inconclusive; MCF10A rerep: 17%; HT1080 IDH1KD tx: 16µM*

How did Cc1ccc(-n2ncc3c(N(C)Cc4ccccc4)ncnc32)cc1 do in these assays?
ATXN2 expr inh: 146%[activator]; HepG2 viability: 7%; S2 tox: inactive; KB-3-1 tox: inconclusive

What do the screens show for `N#Cc1ccccc1CSc1nc2ccsc2c(=O)n1Cc1ccccn1`?
SW480 rerep: 2%; IL-1B inflam inh: 19; ATXN2 expr inh: 29%; HT1080NT lethal: -23%; HepG2 viability: 6%; KB-3-1 tox: -12%; MCF10A rerep: 0%; HT1080 IDH1KD tx: -7%

What do the screens show for `Cc1ccc(NC(=O)CN(C)S(=O)(=O)c2ccc3[nH]c4c(c3c2)CCCC4)c(Cl)c1`?
ATXN2 expr inh: -28%; HepG2 viability: -35%; S2 tox: inconclusive; KB-3-1 tox: 1%

How did CNc1c(NS(=O)(=O)c2ccc(Br)cc2)c(=O)oc2ccccc12 do in these assays?
SW480 rerep: -1%; IL-1B inflam inh: 13; ATXN2 expr inh: 5%; HT1080NT lethal: -22%; HepG2 viability: -4%; S2 tox: inactive; KB-3-1 tox: -5%; MCF10A rerep: -1%; HT1080 IDH1KD tx: -4%

Results for CCOC(=O)[C@@H]1[C@H]2COc3ccc(Br)cc3[C@@H]2N2C(=O)N(c3ccc(F)cc3)C(=O)[C@@]12C ?
SW480 rerep: -6%; IL-1B inflam inh: 12; ATXN2 expr inh: 6%; HT1080NT lethal: -7%; HepG2 viability: 4%; S2 tox: inactive; KB-3-1 tox: 0%; MCF10A rerep: 5%; HT1080 IDH1KD tx: 3%

Results for CCc1nnc(NC(=O)Cc2c[nH]c3ccccc23)s1 ?
SW480 rerep: -3%; IL-1B inflam inh: 72; ATXN2 expr inh: -21%; HT1080NT lethal: 3%; HepG2 viability: -2%; S2 tox: inactive; KB-3-1 tox: 1%; MCF10A rerep: 16%; HT1080 IDH1KD tx: -14%

How did CC1CCCCC1NC(=O)CO/N=C/c1ccc(OC(F)F)cc1 (stereo unspecified) do in these assays?
SW480 rerep: 29%; IL-1B inflam inh: 0; ATXN2 expr inh: -3%; HT1080NT lethal: -2%; HepG2 viability: -3%; S2 tox: inactive; KB-3-1 tox: -4%; MCF10A rerep: 2%; HT1080 IDH1KD tx: -1%

What do the screens show for `C/C(=N\NC(=O)c1ccc(O)cc1)c1ccc2c(c1)Nc1ccccc1S2`?
SW480 rerep: 0%; IL-1B inflam inh: -101*; ATXN2 expr inh: 0%; HT1080NT lethal: 18µM*; HepG2 viability: -31%; S2 tox: inactive; KB-3-1 tox: 0%; MCF10A rerep: inconclusive; HT1080 IDH1KD tx: 8.2µM*
